Vif-APOBEC3F blk: qHTS for Inhibitors of Vif-A3F Interactions: qHTS; HeLa A3F-eYFP + Vif (tagged APOBEC3F with the HIV-1 protein that degrades it), YFP fluorescence increase; Potency, µM (titrated, usually from 46.1 µM), for the others: at the highest dose activity, negative = active; actives 0.2% (n = 390,000); AID 602313, 2012; further: potency means the concentration at half of the fitted maximal effect; % of control where 0% means no effect; nearly all actives have a fitted effect of over 65% in size
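HeLa cells stably expressing Vif plus C-terminally eYFP-tagged A3F were seeded, incubated overnight at 37 deg C, dosed with compound, incubated overnight again at 37 deg C. Yellow fluorescence (Ex 488/Em 500-530) reported blocked Vif-mediated A3F-eYFP degradation.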
GRP78 ERSR act: qHTS for Inducers of the Endoplasmic Reticulum Stress Response (ERSR) in Human Glioma: qHTS; AID 602332, 2012; actives 0.02% (n = 420,000); Potency, µM, for inactives: at the top dose activation, actives largely listed as activators; U87-MG GRP78 promoter luciferase reporter, 16 h; further: potency means the concentration at half of the fitted maximal effect; series mostly up to about 76 µM; % of control where 0% means no effect; nearly all actives have a fitted effect of over 35% in size
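Stably transfected U87-MG human glioma cells carrying a GRP78-based luminescent sensor were seeded at 1000 cells/well, pin-dosed with compounds and incubated 16 h. Luciferase reagent was then added, and end-point luminescence was read after 10 min at room temperature.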
Vif-APOBEC3G blk: qHTS for Inhibitors of Vif-A3G Interactions: qHTS; DNA dC->dU-editing enzyme APOBEC-3G (Homo sapiens), Q9HC16; HeLa A3G-eYFP + Vif (tagged APOBEC3G with the HIV-1 protein that degrades it), YFP fluorescence, overnight; Potency, µM (doses to about 46.1 µM), inactives show at the highest dose activity, negative = active, usual class: inhibitors; actives 0.076% (n = 410,000);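 further: potency means the concentration at half of the fitted maximal effect; on the % scale 0 is the no-effect control and ±100 the full control effect; nearly all actives have a fitted effect of over 60% in size; hits raise eYFP signal because A3G escapes Vif-driven loss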
Target sequence (Q9HC16 whole entry, looked up): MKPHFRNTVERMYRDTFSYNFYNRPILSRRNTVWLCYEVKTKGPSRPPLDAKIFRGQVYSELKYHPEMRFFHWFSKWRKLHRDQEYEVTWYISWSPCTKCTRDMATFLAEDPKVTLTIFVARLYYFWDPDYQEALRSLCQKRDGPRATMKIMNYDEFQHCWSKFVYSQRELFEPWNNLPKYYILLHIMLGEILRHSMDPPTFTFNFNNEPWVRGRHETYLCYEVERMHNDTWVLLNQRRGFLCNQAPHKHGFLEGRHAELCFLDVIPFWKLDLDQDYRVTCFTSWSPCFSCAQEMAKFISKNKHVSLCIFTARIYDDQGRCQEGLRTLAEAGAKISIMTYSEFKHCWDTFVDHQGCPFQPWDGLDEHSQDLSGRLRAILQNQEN
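Read-out is eYFP fluorescence (Ex 488/Em 500-530) from Vif-expressing HeLa A3G-eYFP cells; more signal means A3G escaped Vif-mediated degradation. Cells plated overnight, compound pinned in, incubated overnight at 37 deg C.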
LDHA inh: qHTS assay for inhibitors of human lactate dehydrogenase. L-lactate dehydrogenase A chain (Homo sapiens), P00338. purified LDHA, NADH/diaphorase-resazurin fluorescence; hits give low values. activity change, % (values are at about 110 or 230 µM). actives 0.15% (n = 480,000). AID 1347041, 2019; in the data active means activity change below about -30%; inconclusive means mostly about -25% to -30%;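 further: plate controls were DMSO wells for no effect and wells without enzyme for full effect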
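Human LDH5 at 2 nM final in Tris HCl pH 7.4 with 0.06 mM NADH and 0.2 mM pyruvate, reacted 5 minutes at room temperature. Remaining NADH coupled via diaphorase/resazurin; resorufin fluorescence read at 0 and 20 minutes, normalized to enzyme-free and DMSO wells.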
USP1 inh: Inhibitors of USP1/UAF1: Primary Screen; Potency, µM (highest dose often 57.1 µM), inactives show top-dose activity change, negative = inhibition, most hits filed as inhibitors; Ubiquitin carboxyl-terminal hydrolase 1 (Homo sapiens), O94782; recombinant USP1/UAF1, Ub-Rhodamine cleavage fluorescence; actives 0.23% (n = 390,000); further: potency means the concentration at half of the fitted maximal effect; on the % scale 0 is the no-effect control and ±100 the full control effect; nearly all actives have a fitted effect of over 60% in size; inactives centre near -12
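USP1/UAF1 complex at 1 nM was preincubated with compound for 15 min at room temperature, then Ub-Rho substrate (150nM final) was added. Fluorescence (480/540 nm) was read kinetically, 6 reads every 60 seconds.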
TrxR1 substrate: qHTS Assay for Substrates of Mammalian Selenoprotein Thioredoxin Reductase 1 (TrxR1): qHTS; purified TrxR1 substrate turnover, NADPH consumption readout; Potency, µM (series often up to 114 µM), for inactives: at the top dose activity change, negative = substrate turnover; actives 0.01% (n = 390,000); AID 588456, 2011; further: potency means the concentration at half of the fitted maximal effect; on the % scale 0 is the no-effect control and ±100 the full control effect; nearly all actives have a fitted effect of over 50% in size
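Rat TrxR1, dispensed at 90 nM, was prereduced with 400 uM NADPH (final) for 5 min at ~22 deg C, then incubated with compound 15 min before 400 uM selenite. A first-read NADPH fluorescence drop versus no-compound background flagged substrates.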
rTrxR1 inhibitor: qHTS Assay for Inhibitors of Mammalian Selenoprotein Thioredoxin Reductase 1 (TrxR1): qHTS; Thioredoxin reductase 1, cytoplasmic (Rattus norvegicus), O89049; recombinant rTrxR1, NADPH fluorescence consumption, selenite substrate; Potency, µM (doses to about 114 µM), for inactives: at the highest dose activity change, negative = inhibition, usual class: inhibitors; actives 1% (n = 390,000); further: potency means the concentration at half of the fitted maximal effect; on the % scale 0 is the no-effect control and ±100 the full control effect; nearly all actives have a fitted effect of over 65% in size
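Rat TrxR1 (90 nM in the dispensed reagent) was pre-reduced with 400 uM NADPH for 5 min at room temperature, then incubated with compound for 15 min. After 400 uM selenite was added, NADPH fluorescence (Ex 340/Em 450 nm) was followed for 8 min.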
mIDH1 inhibitor: qHTS for Inhibitors of mutant isocitrate dehydrogenase 1 (IDH1): qHTS. IDH1-R132H enzyme, NADPH consumption, diaphorase/resazurin fluorescence. AID 602179, 2012. Potency, µM (series often up to 76.6 µM), for inactives: top-dose activity change, negative = inhibition, hits mostly inhibitors. actives 0.093% (n = 390,000); further: potency means the concentration at half of the fitted maximal effect; on the % scale 0 is the no-effect control and ±100 the full control effect; nearly all actives have a fitted effect of over 65% in size
Target sequence (O75874 whole entry R132H, stated change not applied): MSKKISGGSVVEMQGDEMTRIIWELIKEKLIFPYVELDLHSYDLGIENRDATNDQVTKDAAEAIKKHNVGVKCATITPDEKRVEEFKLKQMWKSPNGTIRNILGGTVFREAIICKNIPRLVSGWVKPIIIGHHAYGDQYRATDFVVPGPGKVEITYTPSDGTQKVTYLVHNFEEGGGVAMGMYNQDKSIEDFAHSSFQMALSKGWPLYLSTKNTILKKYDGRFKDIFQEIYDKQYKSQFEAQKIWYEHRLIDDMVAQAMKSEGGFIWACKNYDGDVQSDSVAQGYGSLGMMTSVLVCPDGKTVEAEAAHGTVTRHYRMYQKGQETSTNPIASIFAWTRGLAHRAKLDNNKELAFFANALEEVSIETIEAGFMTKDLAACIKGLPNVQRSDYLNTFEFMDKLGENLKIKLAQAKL
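IDH1-R132H (0.5 ug/mL) preincubated 30 min with compound, then NADPH (0.016 mM) and alpha-KG (2 mM) added; 80 min at RT, pH 7.5. Remaining NADPH coupled via diaphorase/resazurin to fluorescence (540/590 nm); concentration-response curves normalized to no-enzyme control.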
RGS4 inh: Inhibitors of Regulator of G Protein Signaling (RGS) 4: qHTS; AID 504845, 2011; Potency, µM (doses to about 114 µM), without a hit: top-dose activity change, negative = inhibition, hits mostly inhibitors; Regulator of G-protein signaling 4 (Homo sapiens), P49798; actives 0.039% (n = 390,000); Transcreener GDP fluorescence polarization, RGS4-accelerated GTP hydrolysis; further: potency means the concentration at half of the fitted maximal effect; on the % scale 0 is the no-effect control and ±100 the full control effect; nearly all actives have a fitted effect of over 75% in size; some results filed as inactive show a strong effect at the top dose
Target sequence (P49798 whole entry, looked up): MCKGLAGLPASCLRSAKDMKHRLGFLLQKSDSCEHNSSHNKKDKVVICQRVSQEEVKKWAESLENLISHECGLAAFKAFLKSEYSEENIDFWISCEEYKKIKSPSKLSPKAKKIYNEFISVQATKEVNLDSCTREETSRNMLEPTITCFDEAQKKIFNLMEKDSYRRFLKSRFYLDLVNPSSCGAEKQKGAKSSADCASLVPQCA
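MLSMR compounds (23 nl, pin-transferred) preincubated 10 min at room temperature with a 500nM (2x) first reagent, then RGS4 at 900nM (2x) plus Transcreener GDP mix added; fluorescence polarization (620/688 nm) read before and after 90 min at 30 °C.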
* marks the source's active call; other numbers are inactive results; ? = inconclusive; nt = not tested or not shown; & = joins results of further samples; [ ] = remark or other dose. Unless noted, the call rests on the fitted dose curve; in most records, active means well fitted curve in the direction sought with a large enough effect; inconclusive means small, poorly fitted or top-dose-only effect, or another doubt; inactive means no such curve, though single readings can be large; an effect the other way counts as inactive or inconclusive. An excerpt. The share of hits here may be higher or lower than overall.

Every second line gives: Vif-APOBEC3F blk | GRP78 ERSR act | Vif-APOBEC3G blk | LDHA inh | USP1 inh | TrxR1 substrate | rTrxR1 inhibitor | mIDH1 inhibitor | RGS4 inh
- O=C(CCNS(=O)(=O)c1ccc(Br)s1)NCc1ccc2c(c1)OCO2
    1% | -4% | 3% | -1 | -8% | 1% | 8% | 12% | 18%
- COc1ccccc1N(CCOc1ccccc1)S(=O)(=O)c1ccccc1
    5% | -3% | 0% | -1 | -19% | 3%[2.29 µM] | 9%[2.29 µM] | 4% | 8%
- c1ccc(CCNc2nnnn2-c2ccccc2)cc1
    0% | 6% | 0% | -6 | 1% | 4% | 17% | -1% | 10%
- CCOCCCN(C)C1CCN(C(=O)c2oc3ccccc3c2NC(=O)COc2ccc(F)cc2)CC1
    -18% | 2% | -2% | -9 | -10% | -1% | -5% | 0% | 25%[11.4 µM]
- CCOc1ccc(N2C(=O)CC(N(CCc3ccc(OC)cc3)C(=O)c3cccc(F)c3)C2=O)cc1 (stereo not given)
    -3% | -1% | 0% | 0 | -17% | -6% | 4% | 7% | -28%
- O=C(Cn1c(=O)c2cccn2c2ccccc21)NCCCN1CCCCC1
    3% | -3% | 2% | 0 | -16% | -10%[57.1 µM] | 18%[57.1 µM] | 6% | -18%[56.9 µM]
- O=C(COc1ccccc1Cl)NNC(=O)c1ccc2nc[nH]c2c1
    4% | -7% | -6% | -3 | 14% | -1% | 4% | -2% | 10%
- O=C(NC(C(=O)c1ccccc1)n1c(=O)cc[nH]c1=S)c1ccccc1 (stereo not given)
    -3% | 3% | 1% | 0 | -2% | 4% | -15% | -4% | 11%
- O=C1NC(Cc2ccccc2)C(=O)N1Cc1ccccc1 (stereo not given)
    2% | 3% | 1% | -7 | -18% | 6%[57.1 µM] | 3%[57.1 µM] | -6% | 4%
- Cc1ccc(CS(=O)(=O)CCC(=O)NCCN(C)Cc2ccccc2)cc1
    -16% | -3% | -1% | -9 | -9% | -3% | 4% | 1% | -7%
- Cc1nn(C2CCS(=O)(=O)C2)c(Cl)c1/C=C/C(=O)OCC(=O)c1c[nH]c2ccccc12 (stereo not given)
    0% | -4% | 1% | -2 | -5% | -5% | 14% | 7% | -8%
- Cc1ccc(S(=O)(=O)NN/C(=N/S(=O)(=O)c2ccccc2)c2ccccc2)cc1
    -1% | -3% | -7% | 3 | -16% | 10% | 36%[activator] | 5% | -19%
- COc1ccc(C)cc1NC(=O)c1ccc(OCc2c(C)noc2C)cc1
    -2% | 0% | 2% | -7 | -28% | 11% | 13% | 4% | 22%
- O=c1c2ccccc2nc(CSc2ncnc3nc[nH]c23)n1-c1cccc(C(F)(F)F)c1
    nt | -4% | -1% | -8 | -27% | -3% | -3% | -1% | 3%
- COc1ccc(Cl)cc1N(CC(=O)Nc1ccccc1C(=O)N1CCCC1)S(C)(=O)=O
    -1% | -2% | 3% | -12 | -11% | 8%[0.0914 µM] | 18%[57.1 µM] | -6% | 10%

The closing four records of the part above lead into the next:
Every second line gives: Vif-APOBEC3F blk | GRP78 ERSR act | Vif-APOBEC3G blk | LDHA inh | USP1 inh | TrxR1 substrate | rTrxR1 inhibitor | mIDH1 inhibitor | RGS4 inh
- Cc1ccc(S(=O)(=O)NN/C(=N/S(=O)(=O)c2ccccc2)c2ccccc2)cc1
    -1% | -3% | -7% | 3 | -16% | 10% | 36%[activator] | 5% | -19%
- COc1ccc(C)cc1NC(=O)c1ccc(OCc2c(C)noc2C)cc1
    -2% | 0% | 2% | -7 | -28% | 11% | 13% | 4% | 22%
- O=c1c2ccccc2nc(CSc2ncnc3nc[nH]c23)n1-c1cccc(C(F)(F)F)c1
    nt | -4% | -1% | -8 | -27% | -3% | -3% | -1% | 3%
- COc1ccc(Cl)cc1N(CC(=O)Nc1ccccc1C(=O)N1CCCC1)S(C)(=O)=O
    -1% | -2% | 3% | -12 | -11% | 8%[0.0914 µM] | 18%[57.1 µM] | -6% | 10%
- CN(C)CCNC(=O)c1ccc2c(c1)N(Cc1c(F)cccc1Cl)C(=O)c1ccccc1S2
    ? | -4% | -1% | -7 | -19% | 1% | 11% | -10% | -4%
- Cc1csc(SCC(=O)NC(C)c2ccc(F)cc2)n1 (stereo not given)
    -24% | -2% | -2% | -3 | -6% | 7%[57.1 µM] | 20%[57.1 µM] | 3% | 17%
- O=C(Nc1ccccc1Cl)c1cc(=O)c2ccccc2o1
    11% | 0% | 1% | -4&3 | -3% | -6%[57.1 µM] | -8%[57.1 µM] | 3% | -12%
- O=C(CC1C(=O)NCCN1Cc1ccc(-c2ccccc2)cc1)NCC1CCOCC1 (stereo not given)
    0% | -1% | -4% | -5 | -14% | 9% | ? | 1% | -18%
- Cc1ccc(C)c(S(=O)(=O)N2CCCOC2CNC(=O)C(=O)NCCN2CCOCC2)c1 (stereo not given)
    -13% | -2% | 0% | -6 | -11% | 2% | 11% | 10% | -2%
- COc1ccccc1OCCCOc1c(Cl)cc(C)cc1Cl
    -14% | 5% | -5% | -5 | -2% | -10% | -6% | 3% | 33%
- N#Cc1c(-n2ccnc2)cccc1-n1ccnc1
    0% | -3% | -3% | -4 | -17% | 7% | 29% | 0% | -5%
- COC(=O)c1c(NC(=O)c2cc3nc(-c4ccc(OC)cc4)cc(C(F)(F)F)n3n2)sc2c1CCCC2
    3% | -2% | 1% | -5 | ? | -1%[57.1 µM] | 8%[57.1 µM] | -15% | 19%
- CCOC(=O)CC(NC(=O)Cc1ccc(F)cc1)c1ccccc1Cl (stereo not given)
    3% | -5% | -1% | -7 | 0% | 2% | 10% | -6% | 14%
- O=C1CN(C(=O)Cc2ccc(F)cc2)C(c2ccccc2)c2cc(Cl)ccc2N1 (stereo not given)
    4% | -5% | -12% | 1 | -6% | -3% | 7% | 14% | -7%
- CCc1cc(-c2n[nH]c(C)c2-c2nc3ccccc3n2C)c(O)cc1O
    -1% | -5% | ? | 6 | -22% | -1%[57.1 µM] | 0%[57.1 µM] | 8% | 18%
- C=CCN1C(=O)c2ccc(C(=O)N(CCOC)c3c(N)n(CCCC)c(=O)[nH]c3=O)cc2C1=O
    -1% | -2% | 4% | -10 | -23% | 4% | 14% | 12% | 4%
- COc1cc2c(cc1OC)CN(CC(=O)Nc1ccc(F)cc1)C(C(=O)O)C2 (stereo not given)
    -7% | -3% | -10% | 4 | -24% | 4% | 9% | -1% | -2%[56.9 µM]
- CC1=C(C(=O)Nc2ccc(Cl)cc2)C(c2cccs2)n2nnnc2N1 (stereo not given)
    7% | -4% | -4% | -3 | -11% | -5%[57.1 µM] | -3%[57.1 µM] | 2% | -15%
- CCc1ccc(-n2c(=S)sc3c(=O)[nH]c(SCC(=O)NC4CCCCC4)nc32)cc1
    -5% | 1% | 1% | -10 | 3% | nt | nt | ? | nt
- COc1ccc(NC(=O)CCS(=O)(=O)c2ccc3c(c2)CCCN3C(C)=O)cc1
    -1% | 0% | -1% | -7 | -18% | 4% | 9%[57.1 µM] | -5% | -12%
- CS(=O)(=O)c1nc(-c2ccc(Br)cc2)cc(-c2ccccc2)c1C#N
    0% | -7% | -21% | -11 | -23% | 6% | 0% | -11% | -23%
- CC1(C)Cc2c(sc(NC(=O)C(=O)N3CCCC3)c2C(N)=O)CO1
    3% | 0% | 2% | -1 | -26% | -1% | 12% | -7% | 1%[11.4 µM]
- NC(N)=N/N=C(\N=Nc1ccccc1)c1ccc(Cl)cc1
    -12% | -10% | -8% | 0 | -20% | -9% | -11% | 3% | -12%
- CN(C)c1cc[n+](CC(=O)Nc2c(Cl)cc(Cl)cc2Cl)cc1
    11% | -2% | 1% | -2 | 2% | -19%[11.4 µM] | 22%[11.4 µM] | 9% | 14%
- CCOC(=O)Cc1csc(SCC(=O)N2CCN(c3ccccc3)CC2)n1
    0% | -3% | 1% | 1 | -24% | 4% | 10% | 3% | -33%
- COc1ccccc1C(CNC(=O)C1COc2ccccc2O1)N1CCCC1 (stereo not given)
    -2% | -3% | -1% | 3 | -14% | 3% | 1% | 11% | 13%

Screening data as filed in PubChem BioAssay.
